# Compound activity deposited in PubChem by several laboratories.
# SRC2 TRFRET art = flags TR-FRET format artefacts in PPARgamma SRC-2 recruitment agonist screen; TR-FRET artefact counter-screen; active compounds read high; TR-FRET ratio at 8 µM; 200,000 tested, 0.4% active; AID 1049; in the data active means TR-FRET ratio above about 2000; further: inactives centre near 1500
# TNAP inh no acc = inhibitors of human TNAP without phosphate acceptor. inhibition, % at 20 µM. 200,000 tested, 0.26% active. purified TNAP, CDP-star luminescence, 30 min;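 active means tissue-nonspecific alkaline phosphatase inhibition above about 50% at 20 µM in the single-dose screen, limit read from the data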;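 further: 0% = DMSO negative control and 100% = EDTA positive control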
# Target sequence (P05186 whole entry, looked up): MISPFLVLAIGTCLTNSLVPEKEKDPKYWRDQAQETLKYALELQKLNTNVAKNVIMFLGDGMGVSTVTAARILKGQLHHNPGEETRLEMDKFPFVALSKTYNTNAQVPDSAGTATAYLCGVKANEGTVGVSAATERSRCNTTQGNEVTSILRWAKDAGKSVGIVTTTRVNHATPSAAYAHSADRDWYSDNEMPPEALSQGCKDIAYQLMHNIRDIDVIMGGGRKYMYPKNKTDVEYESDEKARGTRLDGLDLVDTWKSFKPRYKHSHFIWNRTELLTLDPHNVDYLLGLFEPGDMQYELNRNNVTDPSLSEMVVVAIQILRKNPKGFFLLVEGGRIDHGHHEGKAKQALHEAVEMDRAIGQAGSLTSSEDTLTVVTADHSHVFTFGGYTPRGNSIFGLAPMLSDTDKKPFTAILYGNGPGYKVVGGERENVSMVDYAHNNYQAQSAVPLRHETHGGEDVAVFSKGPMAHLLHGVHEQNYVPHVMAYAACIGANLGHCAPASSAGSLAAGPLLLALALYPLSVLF
# TNAP act hiacc = increases human TNAP activity under high phosphate acceptor concentration. activation factor at 20 µM. P05186. AID 1136. purified TNAP, CDP-star luminescence, 1 M DEA, 30 min; active compounds read high; 0 = EDTA background, 1 = DMSO-only activity. 200,000 tested, under 10 active;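 active means activation factor at least 2 at 20 µM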
#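 Assay system: human TNAP; Input: enzyme diluted 1/800 final; Reagent: CDP-star luminogenic substrate at 100 µM final; Timing: 30 min, room temperature; Signal: luminescence; Evaluation: TNAP activation factor scaled between EDTA and DMSO control wells.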
# Efa HMGR inh = blocks class II HMG-CoA reductase of Enterococcus faecalis | purified E. faecalis HMGR, NADPH absorbance 340 nm kinetic | inhibition, % at 10 µM | 190,000 tested, 0.41% active;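 active means inhibition above a set limit, the median over all tested compounds plus 3 SD, cut at about 9.5% in these data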;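 further: enzyme runs in reverse so mevalonate oxidation gives rising NADPH absorbance; 0% = complete reaction with DMSO and 100% = background rate lacking mevalonate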
# bIAP act = intestinal alkaline phosphatase (bovine) activation; activation factor at 20 µM; 200,000 tested, 0.17% active; purified bovine IAP, CDP-star luminescence, 30 min; active compounds read high; fold of DMSO-control signal, blank-subtracted;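 active means activation factor of 2 or more at 20 µM, a signal rise over negative controls twice the positive control's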
# PPARg SRC2 recr = promotes SRC-2 coactivator recruitment by human PPARgamma; P37231; PPARgamma LBD-SRC-2 recruitment, biochemical; activation, % at 8 µM; 200,000 tested, 0.34% active; AID 1032; in the data active means activation above about 22%;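 further: 0% = vehicle and 100% = reference agonist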
# Target sequence (P37231 whole entry, looked up, the tested form may be a part): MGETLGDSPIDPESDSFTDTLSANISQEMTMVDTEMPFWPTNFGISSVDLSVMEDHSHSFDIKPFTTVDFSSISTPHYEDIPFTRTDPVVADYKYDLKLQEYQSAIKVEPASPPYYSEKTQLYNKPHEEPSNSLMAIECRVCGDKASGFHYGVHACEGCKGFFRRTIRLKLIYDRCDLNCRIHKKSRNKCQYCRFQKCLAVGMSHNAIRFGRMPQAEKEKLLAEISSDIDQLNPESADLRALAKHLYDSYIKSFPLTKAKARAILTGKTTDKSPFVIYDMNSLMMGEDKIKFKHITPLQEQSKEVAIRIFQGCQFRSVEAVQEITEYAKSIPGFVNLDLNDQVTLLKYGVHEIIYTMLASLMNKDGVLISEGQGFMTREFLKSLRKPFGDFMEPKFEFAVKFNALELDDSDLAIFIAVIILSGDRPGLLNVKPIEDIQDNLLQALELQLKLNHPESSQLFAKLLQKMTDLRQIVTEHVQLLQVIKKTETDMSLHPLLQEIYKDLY
# TNAP inh hi DEA = blocks human TNAP under high phosphate acceptor concentration. 200,000 tested, 0.03% active. inhibition, % at 20 µM. purified TNAP, CDP-star luminescence, 1 M DEA. P05186;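 active means over 50% inhibition of tissue-nonspecific alkaline phosphatase at 20 µM in the single-dose screen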;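 further: plate controls were DMSO wells for no effect and EDTA-quenched wells as full inhibition for full effect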
# bIAP inhibitor = blocks bovine intestinal alkaline phosphatase activity; purified bovine IAP, CDP-star luminescence, 30 min; 190,000 tested, under 10 active; inhibition, % at 20 µM;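 active means over 50% inhibition of intestinal alkaline phosphatase at 20 µM in the single-dose screen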
#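 Assay system – bovine IAP enzyme · Quantity – bovine IAP at 1/65,000,000 final dilution · Detection – CDP-star luminescence signal · Times – 30 min reaction at room temperature · Also added – CDP-star substrate at 30 µM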
# PPARg SRC3 recr = promotes SRC-3 coactivator recruitment by human PPARgamma; activation, % at 8 µM; AID 731; P37231; 200,000 tested, 0.26% active; biochemical PPARgamma/SRC-3 coactivator recruitment assay; in the data active means activation above about 23%;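 further: 0% = DMSO and 100% = reference agonist; some compounds past the cut are filed as inactive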
# PPARg SRC-1 ag = PPARgamma-driven SRC-1 recruitment agonism; P37231; PPARgamma-SRC-1 coactivator recruitment biochemical assay; activation, % at 8 µM; 200,000 tested, 0.41% active; in the data active means activation above about 19%;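 further: 0% = DMSO and 100% = reference agonist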
# Numbers without * were called inactive; nt = not tested or not shown.
# Sample of the layout:
SMILES,SRC2 TRFRET art,TNAP inh no acc,TNAP act hiacc,Efa HMGR inh,bIAP act,PPARg SRC2 recr,TNAP inh hi DEA,bIAP inhibitor,PPARg SRC3 recr,PPARg SRC-1 ag
COc1ccccc1-n1c(CNC(=O)COc2ccccc2)n[nH]c1=S,1577,8,1,0,0.9,1,-2,9,4,2
O=C(CN1CCN(Cc2ccccc2)CC1)Nc1ccc(Cl)cn1,1440,-7,1,-2,1,4,-2,-3,15,-7

# Main list, previewed entries included:
SMILES,SRC2 TRFRET art,TNAP inh no acc,TNAP act hiacc,Efa HMGR inh,bIAP act,PPARg SRC2 recr,TNAP inh hi DEA,bIAP inhibitor,PPARg SRC3 recr,PPARg SRC-1 ag
COc1ccccc1-n1c(CNC(=O)COc2ccccc2)n[nH]c1=S,1577,8,1,0,0.9,1,-2,9,4,2
O=C(CN1CCN(Cc2ccccc2)CC1)Nc1ccc(Cl)cn1,1440,-7,1,-2,1,4,-2,-3,15,-7
Cc1c(C(=O)OCCOc2ccc(Br)cc2)sc(=S)n1C,1472,-3,1.1,-5,0.8,0,-7,22,7,-6
COC(=O)CNC(=O)Cn1cnc2sc(C)c(S(=O)(=O)N3CCC(C)CC3)c2c1=O,1419,-9,1,-4,0.9,3,-2,7,12,1
CC(C)C(=O)Nc1nnc(CCN2CCCCC2)s1,1430,-9,1.1,-7,0.9,1,-6,6,-5,-1
COc1ccccc1OCc1ccc(C(=O)N2CCN(C(=O)c3ccco3)CC2)cc1,1539,-13,1,-4,1.1,2,-2,-8,-8,3
CCc1ccc(/C=N/NC(=O)c2cc(-c3ccncc3)nc3ccccc23)s1,1535,2,1,-3,1,8,-2,4,4,-1
Cc1cc(C)c(NC(=O)C(=O)NCc2ccco2)c(C)c1,1860,-6,1,5,1,9,1,-4,1,4
CCCC(C)NC(=O)c1ccc(C2SCC(=O)N2Cc2ccco2)cc1 (stereo not given),1378,-11,1.1,2,1,-5,-6,-1,-4,-6
CC(=O)Nc1ccc(-c2nnc(SCC(=O)n3c4c(c5ccccc53)CCCC4)n2C)cc1,1435,-2,1,-3,1,-9,2,3,5,-2
CCN1C/C(=C/c2ccc(N3CCOCC3)cc2)C(=O)/C(=C/c2ccc(N3CCOCC3)cc2)C1,1407,13,0.7,-4,1,-1,26,-4,8,6
Nc1cccc(-c2nc3ccccc3s2)c1,1515,-16,1.1,-1,0.8,5,-6,24,1,10
Cc1csc(NC(=O)C(NS(=O)(=O)c2ccc(Br)s2)c2ccccc2)n1 (stereo not given),1566,-2,1,-2,1,10,-1,-5,3,7
Cc1nn(C(C)C(=O)O)c2ccccc12 (stereo not given),1561,-15,1.1,-3,1,-3,-7,-2,0,4
CCC(=O)N1CCc2cc(S(=O)(=O)NC(Cc3ccccc3)C(=O)NC3CCCCC3)ccc21 (stereo not given),1566,-11,1.1,-2,1.1,1,-6,-12,1,0
CC(=O)c1ccc(N(C)C)c2c(N(C)C)cccc12,1637,7,0.9,-2,0.6,4,11,40,0,-2
NNc1nccc(Nc2ccccc2C(=O)O)n1,1556,-26,1,1,1.8,-2,-2,-85,2,2
Cc1ccc(CC(=O)Nc2ccncc2)cc1,1427,-5,1,-3,1.3,-8,-1,-28,-2,-3
Cc1cc(C(=O)OCC(=O)Nc2cc(C(F)(F)F)ccc2N2CCOCC2)c(C)o1,1617,-14,1.1,0,0.9,2,-6,12,10,3
CCOc1nc2ccccc2nc1NS(=O)(=O)c1ccccc1,1456,-6,1,0,1,4,3,-1,2,-3
CCOC(=O)CCC(=O)N1CCOCCOCCN(C(=O)CCC(=O)OCC)CCOCC1,1371,-16,1,-9,0.9,0,-4,7,10,3
Cc1ccn2c(Nc3ccccc3C)c(-c3cccnc3)nc2c1,1538,6,1,-2,1,2,-3,-2,2,0
COc1ccccc1Nc1nc(N)nc(CSC(=S)N2CCN(c3ccccc3)CC2)n1,1691,-11,1,-5,0.9,4,-4,9,2,4
CC1(c2ccccc2)CC2CC(c3ccccc3)N1O2 (stereo not given),1530,-8,1,0,1,2,-4,1,-4,3
Cc1ccc(S(=O)(=O)N2CCC(C(=O)NNC(=O)c3cccnc3)CC2)cc1,1761,-14,1.1,3,1.2,-2,-6,-17,-1,0
CC1=C(C(=O)Nc2ccccn2)C(c2ccc(Cl)cc2)NC(=S)N1 (stereo not given),1657,-7,1,0,0.7,-6,-3,30,0,8
CCC1CCC(C(=O)NC(C(=O)Nc2ccc3c(c2)OCCO3)C(C)C)CC1 (stereo not given),1408,-21,1,-6,0.9,8,-4,10,10,8
C=CCn1c(SCC(=O)/C(C#N)=C(\C)N)nc2sc(C)c(C)c2c1=O,1405,-10,1.1,-3,0.9,-2,-6,7,-3,2
C/C=C/c1ccc(OCCCNC)c(OC)c1,1500,-6,1,-4,1,3,-2,3,-5,1
Cc1ccccc1Nc1nc(NCc2ccco2)c2ccccc2n1,1691,2,1,-7,0.8,7,-1,22,-1,2
Cc1c(N=c2scc(-c3ccccc3)n2CCO)c(=O)n(-c2ccccc2)n1C,1512,-26,1.1,-6,1.1,-6,-10,-6,1,9
CCc1c(C)nc(Nc2nc(C)c3ccc(OC)cc3n2)[nH]c1=O,1386,-134,1,-1,1.6,0,-3,-58,-5,-2
Cn1cc(CNC(=O)COc2ccc(Cl)cc2Cl)cn1,1544,-8,1,-1,0.9,1,-1,11,-7,-2
COc1cccc(NC(=S)NC2CC3CCCC(C2)N3CC(C)C)c1 (stereo not given),1550,-18,1,-4,1.1,-7,-2,-6,0,3
COCC(=O)N1CCC(n2nnc3cc(C(F)(F)F)ccc32)CC1,1613,-5,1.1,-1,1,3,-6,3,5,3
CC(C)C(=O)N1CCN(c2nc(-c3ccccc3)c3c(c2C#N)CC(C)(C)OC3)CC1,1339,-11,1.1,-3,1,0,-6,-4,-2,4
O=c1cc(C(F)(F)F)[nH]c2c(C(F)(F)F)cccc12,1553,-5,1,-7,0.9,5,0,7,-1,3
COC(=O)c1ccccc1NC(=O)CCS(=O)(=O)c1ccc(Br)cc1,1805,-15,1.1,-4,1,7,-6,-2,1,7
CN(C)C(=O)CN1CCN(Cc2cn(C)nc2-c2ccc3c(c2)OCCO3)CC1,1441,-15,1.1,-2,1,-5,-9,1,-3,-6
O=C(CSCc1ccc([N+](=O)[O-])cc1)NC1CCCCCC1,1634,-8,1.1,2,1,10,-7,0,4,6

# A second format for some results above.
CN(C)C(=O)CN1CCN(Cc2cn(C)nc2-c2ccc3c(c2)OCCO3)CC1
  SRC2 TRFRET art: 1441
  TNAP inh no acc: -15
  TNAP act hiacc: 1.1
  Efa HMGR inh: -2
  bIAP act: 1
  PPARg SRC2 recr: -5
  TNAP inh hi DEA: -9
  bIAP inhibitor: 1
  PPARg SRC3 recr: -3
  PPARg SRC-1 ag: -6
O=c1cc(C(F)(F)F)[nH]c2c(C(F)(F)F)cccc12
  SRC2 TRFRET art: 1553
  TNAP inh no acc: -5
  TNAP act hiacc: 1
  Efa HMGR inh: -7
  bIAP act: 0.9
  PPARg SRC2 recr: 5
  TNAP inh hi DEA: 0
  bIAP inhibitor: 7
  PPARg SRC3 recr: -1
  PPARg SRC-1 ag: 3
COc1cccc(NC(=S)NC2CC3CCCC(C2)N3CC(C)C)c1 (stereo not given)
  SRC2 TRFRET art: 1550
  TNAP inh no acc: -18
  TNAP act hiacc: 1
  Efa HMGR inh: -4
  bIAP act: 1.1
  PPARg SRC2 recr: -7
  TNAP inh hi DEA: -2
  bIAP inhibitor: -6
  PPARg SRC3 recr: 0
  PPARg SRC-1 ag: 3
O=C(CSCc1ccc([N+](=O)[O-])cc1)NC1CCCCCC1
  SRC2 TRFRET art: 1634
  TNAP inh no acc: -8
  TNAP act hiacc: 1.1
  Efa HMGR inh: 2
  bIAP act: 1
  PPARg SRC2 recr: 10
  TNAP inh hi DEA: -7
  bIAP inhibitor: 0
  PPARg SRC3 recr: 4
  PPARg SRC-1 ag: 6

# Other compounds follow:
SMILES,SRC2 TRFRET art,TNAP inh no acc,TNAP act hiacc,Efa HMGR inh,bIAP act,PPARg SRC2 recr,TNAP inh hi DEA,bIAP inhibitor,PPARg SRC3 recr,PPARg SRC-1 ag
COC(=O)c1ccc(NC(=O)CSC2=Nc3ccccc3C3CC=NN23)cc1 (stereo not given),1445,0,1,-1,1,3,-4,-4,-9,2
CC(=O)N1CCC(=NNc2nc3ccccc3[nH]2)CC1,1389,-47,1,-4,0.8,11,-2,18,5,-4
CC(=O)N(Cc1ccco1)Cc1cc2cccc(C)c2n2nnnc12,1472,-6,1,2,0.9,8,-3,7,0,12
CCOC(=O)c1c(C)[nH]c(C)c1C(=O)COC(=O)/C=C/c1ccc(Cl)cc1,1480,4,1,-5,0.8,8,-1,15,2,-2
CCOC(=O)c1[nH]c2ccc(OCC)cc2c1NC(=O)CN1CCC2(CC1)OCCO2,1603,-8,1,-5,1.1,1,-4,-10,-1,4
COc1ccc(OCC(=O)N/N=C/C=C/c2ccccc2)cc1,1613,-56,1,0,1.1,7,-4,-13,9,5
O=C(CSc1cccc[n+]1[O-])Nc1cc(S(=O)(=O)N2CCOCC2)ccc1N1CCOCC1,1409,2,1,-4,1,-11,-2,-5,1,0
CC(=O)OC1COC(N2CCc3cc(Br)c([N+](=O)[O-])cc32)C(OC(C)=O)C1OC(C)=O (stereo not given),1594,1,1,-6,1,8,2,-3,3,5
C=CCOc1c2ccc(C(=O)NCc3ccc(C)cc3)cc2nn1C,1639,-6,1,nt,1,4,-3,-3,1,4
CCOc1ccc(/C=C/C2=CC(C)(C)NC(=S)N2)cc1,1664,0,1,-2,0.7,6,-2,26,3,3
O=c1c2c(n3cnnc3n1C1CCCCC1)-c1ccccc1CC21CCCCC1,1495,4,1,3,1,11,2,3,3,2
Cc1cnc(C(=O)OCC(=O)N2CCc3ccccc32)cn1,1648,-19,1.1,-7,0.9,0,-6,7,-3,4
CC1=C(C(=O)OCC2CCCO2)C(c2ccc(Cl)c(Cl)c2)NC(=O)N1 (stereo not given),1481,-3,1,0,1.1,5,-1,-12,1,0
COc1ccc(C(=O)/C=C/Nc2ccc(S(=O)(=O)Nc3cccc(C(C)=O)c3)cc2)cc1,1516,5,1,-3,1,-9,1,2,2,-5
O=C(Nc1ccccc1-c1ccccc1)C1CCCCC1,1635,-12,1,-4,0.9,1,1,12,-2,4
CCOC(=O)c1sc(NC(=O)CCN2CCN(CC)CC2)c(C(=O)OCC)c1C,1486,4,1.1,0,1,1,-5,-3,-4,-3
Cc1c(-c2ccccc2)oc2nc3c(c(=O)n(C)c(=O)n3C)n12,nt,-2,1.1,nt,1,nt,-7,-1,nt,nt
CCOc1ccc(C(=O)Nc2cc(C)on2)cc1OCC,1618,-6,1,6,1,4,0,4,-7,1
Cc1noc(C)c1CSc1nnc2cc(C)c3ccccc3n12,nt,-12,1.1,nt,0.9,nt,-6,5,nt,nt
O=C(O)CCCc1c(-[n+]2ccccc2)[nH]c2ccccc12,1730,-4,1,-3,1,6,0,-2,2,6
CCCCSc1nc2c(c(C(F)(F)F)c1C#N)CCC2,1606,-14,1,-1,0.7,-4,-3,33,7,2

# Copied from the list:
# Entry for CCCCSc1nc2c(c(C(F)(F)F)c1C#N)CCC2 in PPARg SRC3 recr: 7
# Entry for CCOc1ccc(C(=O)Nc2cc(C)on2)cc1OCC in PPARg SRC3 recr: -7
# Entry for Cc1c(-c2ccccc2)oc2nc3c(c(=O)n(C)c(=O)n3C)n12 in TNAP act hiacc: 1.1
# Entry for O=c1c2c(n3cnnc3n1C1CCCCC1)-c1ccccc1CC21CCCCC1 in TNAP inh hi DEA: 2
